PERK inh – human PERK inhibition, primary cell-based screen; Q9NZJ5; CHO PERK-DD fusion, SEAP luminescence translation reporter; inhibition, % at 5.6 µM; 0.17% of 220,000 active; AID 1416;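 active = inhibition above the mean inhibition of all tested compounds plus 3 SD, set separately per screening campaign, cut at about 2.9% in these data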;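 note: PERK kinase domain activated by AP20187 dimerizer at 100 nM; 0% = DMSO with dimerizer and 100% = rapamycin at 8.4 µM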
TRPML3 ag – agonists of human TRPML3 channel; Q8TDD5; HEK293 TRPML3-YFP, Fluo-8 calcium fluorescence; 100% = the carbachol control signal; activation, % at 3 µM; 0.29% of 220,000 active;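 active = activation above its plate's cutoff, the mean activation of the plate's test wells plus 3 SD, cut at about 12% in these data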;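 note: 0% = DMSO only wells and 100% = carbachol wells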
Target sequence (Q8TDD5 whole entry, looked up): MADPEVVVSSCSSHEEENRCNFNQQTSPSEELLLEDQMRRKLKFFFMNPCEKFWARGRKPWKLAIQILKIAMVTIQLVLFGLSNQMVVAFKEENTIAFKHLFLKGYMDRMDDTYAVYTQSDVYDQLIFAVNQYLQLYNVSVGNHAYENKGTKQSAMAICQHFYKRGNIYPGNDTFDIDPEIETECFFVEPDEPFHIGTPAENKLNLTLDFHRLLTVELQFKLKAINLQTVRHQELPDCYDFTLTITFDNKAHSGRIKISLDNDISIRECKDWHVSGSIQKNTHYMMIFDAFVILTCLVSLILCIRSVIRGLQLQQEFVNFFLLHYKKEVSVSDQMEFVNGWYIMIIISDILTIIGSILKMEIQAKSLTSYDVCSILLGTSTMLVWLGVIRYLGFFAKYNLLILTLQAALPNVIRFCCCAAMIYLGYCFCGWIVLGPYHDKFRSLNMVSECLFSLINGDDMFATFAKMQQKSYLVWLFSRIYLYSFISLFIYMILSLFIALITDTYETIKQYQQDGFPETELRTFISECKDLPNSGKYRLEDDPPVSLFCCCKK
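Test system – HEK293 line with stable expression of human TRPML3-YFP channel · Control set – carbachol 87 µM final as high control (100%), DMSO as low control (0%) · Signal – Fluo-8 calcium dye fluorescence, ex 470-495, em 515-575 nm · Incubation – 1-h 37 °C dye load, 5-s basal, 120-s post-compound reads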
Ba/F3 V617F tox – loss of viability in JAK2V617F-driven Ba/F3 cells. Ba/F3 EpoR-JAK2V617F viability, ATP luminescence. inhibition, % at 5.6 µM. 1.1% of 220,000 active;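 active = inhibition above the campaign mean plus 3 SD over all tested compounds, cut at about 24% in these data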;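 note: cytokine-independent growth of Ba/F3 cells driven by EpoR plus mutant JAK2; 0% = DMSO-treated cells and 100% = JAK inhibitor I control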
Calpain2 inh – calpain II (pig) inhibition; purified calpain II, fluorogenic peptide substrate, 30 min; 0.37% of 220,000 active; inhibition, % at 16 µM;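 active = inhibition above about 50%, limit read from the data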
EP2 mod – modulators of human EP2 prostaglandin E2 receptor. EP2-expressing cells, cAMP HTRF FRET, PGE2 co-stimulation. AID 940. 0.83% of 260,000 active. induction, % at 25 µM. P43116;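 active = compounds whose cAMP rise, as percent of the full-agonist control response, exceeds 60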;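 note: rat C6 glioma line stably carrying human EP2 under a CMV promoter; the protocol text gives 20 µM as final concentration; 100% = response of wells given 1 µM PGE2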
Target sequence (P43116 whole entry, looked up): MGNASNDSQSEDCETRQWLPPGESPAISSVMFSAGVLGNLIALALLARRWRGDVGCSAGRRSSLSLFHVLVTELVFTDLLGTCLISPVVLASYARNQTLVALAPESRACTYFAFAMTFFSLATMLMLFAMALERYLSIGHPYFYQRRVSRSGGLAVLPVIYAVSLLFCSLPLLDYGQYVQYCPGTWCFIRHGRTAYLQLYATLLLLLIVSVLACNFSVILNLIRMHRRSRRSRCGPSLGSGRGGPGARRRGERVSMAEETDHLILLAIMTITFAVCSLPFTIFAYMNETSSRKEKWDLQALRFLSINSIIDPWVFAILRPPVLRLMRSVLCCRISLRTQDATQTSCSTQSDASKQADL
zfTRPN1 agonist – zebrafish TRPN1 (NompC) channel agonism | AID 1424 | 0.18% of 220,000 active | HEK293 zebrafish TRPN1-YFP, Fluo-8 calcium fluorescence; 100% = response to 87 µM carbachol | activation, % at 3 µM;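 active = activation above its plate's cutoff, the mean activation of test wells on that plate plus 3 SD, cut at about 19% in these data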;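 note: 0% = DMSO alone and 100% = 87 µM carbachol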
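Control set: carbachol 87 µM as high control, DMSO as low control; system: HEK293 stable line with zebrafish TRPN1-YFP; read-out: % activation versus carbachol response; detection: intracellular calcium fluorescence with Fluo-8; doses: single test compound dose, 3 µM nominal, 0.3% DMSO; schedule: dye 1 h 37 °C plus 30 min RT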
S1P4 agonist – activates the human S1P4 receptor; S1P4-expressing cell line, agonist reporter assay; activation, % at 4.98 µM; 0.35% of 220,000 active; in the data active = activation above about 11%;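 note: 0% = DMSO vehicle and 100% = reference agonist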
S1P4 antagonist – antagonists of human S1P4 receptor | AID 1510 | inhibition, % at 4.98 µM | S1P4-expressing cells, antagonist mode, reporter read-out | 0.26% of 220,000 active; in the data active = inhibition above about 29%;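 note: 0% = wells stimulated with agonist and 100% = vehicle wells without agonist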
BaF3 parental – parental Ba/F3 viability inhibition as JAK2V617F counter-screen. AID 1486. CellTiter-Glo ATP luminescence. inhibition, % at 5.6 µM. 1.1% of 220,000 active;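 active = inhibition above a per-campaign cutoff, the mean inhibition of all tested compounds plus 3 SD, cut at about 27% in these data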;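 note: 0% = DMSO wells and 100% = JAK Inhibitor I control wells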
The depositor's hits bear a star; i = inactive; & = joins results of further samples.

SMILES	PERK inh	TRPML3 ag	Ba/F3 V617F tox	Calpain2 inh	EP2 mod	zfTRPN1 agonist	S1P4 agonist	S1P4 antagonist	BaF3 parental
CC(=O)c1ccccc1N(C(=O)Cn1nnc2ccccc21)C(C(=O)NCC1CCCO1)c1ccc(N2CCOCC2)cc1 (configuration not stated)	0.5	0.5	0	-27	20	-0.1	0.3	7	1
Oc1c(N=NC(=S)Nc2ccccc2F)c2ccccc2n1Cc1ccc(F)cc1	0.9	0.7	-1	-32	21	1.2	0.6	-10	5
N=c1c(-c2nc3ccccc3[nH]2)cc(C(=O)c2ccco2)nn1-c1ccccc1	-0.5	0.1	-4	-5	-35	-0.4	1.6	4	-1
CCN(CC)c1ccc2c(C)c(Cl)c(=O)oc2c1	0.6	-1.3	-1	i	10	-3.7	16*	-4	4
CS(=O)(=O)c1ccc(C(=O)OCC(=O)NC(=O)C2CCCCC2)cc1[N+](=O)[O-]	1.3	1.2	1	-11	-46	0.1	-0.5	-2	5
O=C(Cn1nc(-c2ccccc2)ccc1=O)Nc1cccc(NC(=O)c2ccccn2)c1	0.0	0.6	4	20	-74	0.8	0.5	-2	9
O=C(N/N=C/C1CC=CCC1)c1ccc(O)cc1O (configuration not stated)	-0.3	0.6	4	13	11	3.5	1.2	-8	3
CCn1c(=O)[nH]c2cc(C(=O)N3CCN(c4ccccc4)CC3)ccc2c1=O	0.8	0.0	-3	3	-4	2.0	-1.5	-5	3
CC(C)n1c(SCCCc2ccccc2)nc2c1c(=O)[nH]c(=O)n2C	0.6	0.3	-3	-9	0	-0.5	2.2	-10	2
CCOC(=O)CC1=C(C(=O)OCC)C(c2cccs2)C(C#N)=C(N)O1 (configuration not stated)	-0.4	0.8	7	-29	13	1.1	1.0	-9	5
COc1ccc(-c2nc(-c3ccc(Br)o3)no2)cc1OC	1.1	0.6	-3	0	-22	-0.7	2.1	1	-1
COc1ccccc1CCNC(=O)NC1CCCCC1	1.3	-0.1	0	4	-6	1.0	0.4	4	9
Cc1ccc(-c2csc3nc[nH]c(=S)c23)cc1C	0.0	-0.9	-5	22	8	-2.3	-0.2	-17	-1
Cc1cc(Cl)ccc1OCC(=O)Nc1nc(-c2cccnc2)cs1	-0.4	-0.7	0	23	-2	-0.3	-1.6	-8	-8
COc1cccc(-n2nc(C(=O)Nc3ccc4c(c3)OCO4)c3ccccc3c2=O)c1	0.2	-0.7	0	-34	-9	0.5	1.6	4	3
Cc1cc(C)n(Cc2ccc(Cl)cc2Cl)c(=O)c1S(=O)(=O)c1ccccc1	0.7	4.9	-2	20	62*	0.8	2.2	-7	6
C=CCn1c(C(CCCC)CC(C)O)n[nH]c1=S (configuration not stated)	-0.2	0.2	2	12	-2	-0.7	-0.3	-5	7
Cc1cc(C)c(NC(=O)Cn2cc3c(n2)CCCC3)c(C)c1	1.9	0.6	-1	69*	3	-0.3	0.1	-1	3
CC(C)Sc1n[nH]c(=O)n1-c1cccc(C(F)(F)F)c1	0.0	0.0	-2	-5	3	1.2	-0.1	-4	1
CCCCN1C(=O)CC(Sc2ccccc2C(=O)O)C1=O (configuration not stated)	-0.4	1.7	1	11	-6	0.2	0.4	-5	7
CC(C)c1ccc(NC(=O)CCNS(=O)(=O)c2cccc3nsnc23)cc1	-1.3	0.9	6	-17	10	-1.0	0.9	9	7
COc1c(F)c(F)c(C(=O)Nc2ccccc2N2CCN(C(=O)C(C)C)CC2)c(F)c1F	-1.0	-0.5	0	29	-26	1.6	-1.2	-4	3
O=C(Nc1cc(S(=O)(=O)N2CCOCC2)ccc1N1CCOCC1)c1cc2c(s1)CCC2	-2.4	-0.9	-1	-19	5	-1.5	0.3	-8	2
CCN(CC)C(=O)C1=C(C)NC(=O)NC1c1c(F)cccc1Cl (configuration not stated)	2.2	0.9	29*	-15	11	1.0	1.1	-2	0
COC(=O)c1c(NC(=O)COC(=O)[C@@H](NS(=O)(=O)c2cccc(Cl)c2)C(C)C)sc2c1CCC2	-0.8	2.3	5	-1	60	1.9	2.4	6	9
Cc1cc(C)c2nc(-c3ccco3)cc(C(=O)O)c2c1	0.6	0.3	0	i	2	1.3	0.2	-15	8
O=C(O)c1cccc(Nc2ncnc3ccc(Br)cc23)c1	1.6	0.8	-3	4	37	-0.8	0.6	-8	1
Cc1nn(CC2CC2)c(=O)n1-c1ccc(Oc2ccccc2)cc1	0.3	1.6	1	2	-28	5.7	0.7	11	10
Cc1ccc(-c2c(C#N)c(N)nc3c2CCCCCC3)o1	-0.1	0.3	-1	-60	-1	-0.7	1.2	-24	4
COc1ccc(/C=C/C(=O)Nc2ccccc2C(=O)O)cc1	-0.1	-0.1	-1	21	-13	-0.3	1.6	0	8
CCOC(=O)CSc1ccc(C(=O)Nc2ccc(OC)cc2)cn1	-1.5	1.8	5	6	4	5.0	-2.7	1	-1
Cc1ccc(C(=O)CC2(O)C(=O)N(CCc3ccccc3)c3ccc(Br)cc32)o1 (configuration not stated)	-0.2	0.3	-3	35	20	-0.6	1.4	-4	1
COc1ccc(CCNC(=O)c2nnn(-c3cccc(C)c3)c2N)cc1OC	-2.0	0.6	0	5	-4	2.0	-1.3	6	2
COc1ccccc1S(=O)(=O)CC(O)COc1ccc(C#N)cc1 (configuration not stated)	0.5	1.2	2	13	-9	1.8	2.0	6	8
CCOC(=O)N1CCC(Nc2c(NCCN3CCN(c4ccccc4F)CC3)c(=O)c2=O)CC1	0.2	0.6	-2	2	-14	-0.2	-1.9	-22	2
CCOC(=O)c1c(C)[nH]c(C(=O)CSc2ccccc2)c1C	-0.4	0.1	-3	-22	-6	-0.6	0.3	-14	1
Cn1c(=O)c2c(nc(CN3CCC(Cc4ccccc4)CC3)n2CCN2CCOCC2)n(C)c1=O	-1.2	0.5	5	-55	10	0.5	-0.3	-25	6
O=C(CSc1ccc(-c2ccccc2)nn1)N1CCN(c2ccccc2)CC1	0.3	1.5	2	11	0	2.0	-0.2	-5	6
CC(=O)c1cccc(NC(=O)C2CC(c3ccc(F)cc3)=NO2)c1 (configuration not stated)	-0.8	1.0	3	-2	-47	1.7	-3.7	1	5
CC(C)(C)OC(=O)NCCc1nnc(S(=O)(=O)Cc2ccc(Cl)cc2Cl)o1	-0.2	1.3	-1	-6	-14	0.4	-0.6	-17	0
N#C/C(=C\c1ccc(-c2ccccc2)o1)C(=O)Nn1cnnc1	0.9	0.8	0	19	-30	-0.8	0.7	5	4
CCN1C/C(=C/c2cccs2)c2nc3ccccc3c(C(=O)O)c2C1	0.4	0.5	-3	-26	3	-0.2	-0.2	10	1
O=C1C2C3C=CC(C2C(=O)N1C1CCCCC1)C1C2C(=O)N(C4CCCCC4)C(=O)C2C31 (configuration not stated)	0.3	1.6	-4	-6	-7	-0.5	-1.5	-4	0
Cc1ccc(NC(=S)N/C(=N/S(=O)(=O)c2ccccc2)c2ccccc2)cc1	1.6	0.2	2	24	9	0.8	1.3	-12	8
CCn1c(SCC(N)=O)nnc1-c1ccc2c(c1)OCO2	1.8	0.3	4	8	7	0.0	-0.8	11	5
CCN1CCN(Cc2nc3c(c(=O)n(C)c(=O)n3C)n2CC(=O)c2ccccc2)CC1	-0.5	0.6	2	-8	-3	3.2	0.0	-3	5
CCOC(=O)c1cnn(CCOC(=O)c2ccccc2)c1NC(=O)c1ccccc1	-0.1	-0.6	-2	-5	37	-0.8	1.4	-18	4
CC(C)c1ccc(C(O)Cc2nc3ccccc3n2C)cc1 (configuration not stated)	-0.1	-0.3	-4	-5	13	-0.2	-2.7	4	0
CC1=C(C(=O)Nc2ccccc2)C(c2ccccc2[N+](=O)[O-])NC(=O)N1 (configuration not stated)	1.5	1.5	0	-33	38	0.5	-0.7	-18	3
COCCOC(=O)c1c(C)oc2ccc(O)c(CN3CCC(C)CC3)c12	-0.1	0.8	-4	-2	10	0.8	0.3	-19	1
CC(C)NC(=O)C1CCN(C2CCN(C(=O)c3cc4c(s3)CCCCC4)CC2)CC1	-0.8	1.6	-1	-4	-31	2.0	1.1	0	1
C=CCNC(=S)N/N=C(\C)c1cc(OC)c(OC)c(OC)c1	-0.3	-0.5	4	17	21	0.4	-0.8	-9	12
CCOC(=O)COc1ccc(/C=C2/SC(=Nc3ccccc3)N(Cc3cccnc3)C2=O)cc1OC	-0.7	0.4	-1	-18	43	0.2	0.1	-18	3
O=S(=O)(CC(CN1CCCCC1)N1CCCCC1)c1ccc2ccccc2c1 (configuration not stated)	-0.2	1.1	-1	-18	-13	0.7	3.1	-2	6
CCn1c(=O)cc(O)c2c(=O)n(C)c(=O)n(C)c21	1.0	-0.3	-4	0	9	0.3	1.7	-2	4
CCN(CC)c1ccc(C(=O)OCC(=O)Nc2ccccc2-c2ccccc2)cc1	-0.9	0.3	1	20	38	-1.1	2.1	-11	4
COc1cc(/C=N/NC(=O)CNC(=O)c2ccc3c(c2)OCCO3)ccc1O	0.4	-0.2	4	-21	-32	-0.5	2.5	-9	2
Cc1nnc(Nc2ccc(O)cc2)[nH]c1=O	-0.4	-0.1	0	6	0	0.1	-0.6	-3	3
O=C1C=C(N2CCN(C(=O)c3ccccc3)CC2)C2(CCCCC2)O1	0.9	1.1	0	-7	20	0.2	0.8	9	5
Fc1ccc(NC(=S)N2CCN(c3ncccn3)CC2)cc1	0.5	1.0	22	-15	-5	0.4	-0.4	9	20

Some of the entries so far, with values under each structure:
Screens in order – PERK inh, TRPML3 ag, Ba/F3 V617F tox, Calpain2 inh, EP2 mod, zfTRPN1 agonist, S1P4 agonist, S1P4 antagonist, BaF3 parental
CC1=C(C(=O)Nc2ccccc2)C(c2ccccc2[N+](=O)[O-])NC(=O)N1 (configuration not stated)
  1.5, 1.5, 0, -33, 38, 0.5, -0.7, -18, 3
COCCOC(=O)c1c(C)oc2ccc(O)c(CN3CCC(C)CC3)c12
  -0.1, 0.8, -4, -2, 10, 0.8, 0.3, -19, 1
CC(C)NC(=O)C1CCN(C2CCN(C(=O)c3cc4c(s3)CCCCC4)CC2)CC1
  -0.8, 1.6, -1, -4, -31, 2.0, 1.1, 0, 1

The list goes on:
SMILES	PERK inh	TRPML3 ag	Ba/F3 V617F tox	Calpain2 inh	EP2 mod	zfTRPN1 agonist	S1P4 agonist	S1P4 antagonist	BaF3 parental
Cc1ccc2cc(CN(CCN(C)C)C(=O)Nc3ccc(Cl)cc3)c(=O)[nH]c2c1	-0.4	0.7	-1	-7	-87	2.3	-1.7	-2	6
Cc1ccccc1NC(=O)/C(C#N)=C/c1ccccc1C(F)(F)F	0.9	0.5	0	8	13	-0.6	3.1	-20	6
O=[N+]([O-])c1ccc(C2OCCO2)cc1CS(=O)(=O)c1ccccc1	1.3	-0.2	0	-19	15	0.1	1.8	-20	6
CC(C)[C@H](NC(=O)c1ccc(Cl)c([N+](=O)[O-])c1)C(=O)NCc1ccc(F)cc1	1.0	-0.8	-1	-11	3	0.1	-0.1	-10	9
FC(F)(F)c1ccc(Oc2ccc3ccccc3c2Br)nc1	-0.5	-0.1	5	13	29	0.3	-3.2	0	4
O=C(Nc1ccc(S(=O)(=O)N2CCN(Cc3ccccc3)CC2)cc1)c1cnccn1	-0.2	3.4	2	-14	-57&-64	6.7	0.6	-8	8
O=C(Nc1ncccn1)c1cc(-c2ccc(F)cc2)nc2ccccc12	0.1	1.1	0	-46	6	1.2	0.3	-2	2

Screening data as filed in PubChem.
